Screens as filed in PubChem.
EBNA-1 inhibitor: blocks EBNA-1 binding to DNA; 300,000 compounds, 0.34% hits; inhibition, % at 14.8 µM; AID 1950; EBNA-1 DNA binding, fluorescence polarization; in the data active means inhibition above about 28%
Fh CTSL1 inh: cathepsin L1 inhibition, PFM18AAP counter-screen; recombinant F. hepatica cathepsin L1, Z-Leu-Arg-MCA fluorescence; inhibition, % at 5.96 µM; 300,000 compounds, 0.49% hits;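 active means inhibition above the mean of all tested compounds plus 3 SD, set per screening campaign, cut at about 17% in these data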;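 further: 0% = plate median of test compound wells and 100% = 1 µM Z-Phe-Ala-diazomethylketone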
TPT1 inh: blocks Candida albicans tRNA 2'-phosphotransferase | recombinant caTPT1, FP RNA substrate dephosphorylation | inhibition, % at 5 µM | 300,000 compounds, 0.81% hits;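 active means inhibition above the mean of all tested compounds plus 3 SD, set per screening campaign, cut at about 24% in these data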;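 further: plate controls were DMSO alone for no effect and ferristatin control at 100 nM for full effect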
PP1 counter: counter-screen for PP5 inhibitors: inhibitors of human PP1-alpha | purified PP1alpha, OMFP fluorescence | inhibition, % at 6.7 µM | 320,000 compounds, 0.9% hits | AID 2235;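 active means inhibition above the mean inhibition of all tested compounds plus 3 SD, computed separately for each screening campaign, cut at about 15% in these data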
ZTA DNA inh: ZTA (EBV) inhibition in EBNA-1 counter-screen; inhibition, % at 11 µM; ZTA-DNA binding, fluorescence polarization; 320,000 compounds, 0.15% hits; in the data active means inhibition above about 33%
Target sequence (P03206 whole entry, looked up): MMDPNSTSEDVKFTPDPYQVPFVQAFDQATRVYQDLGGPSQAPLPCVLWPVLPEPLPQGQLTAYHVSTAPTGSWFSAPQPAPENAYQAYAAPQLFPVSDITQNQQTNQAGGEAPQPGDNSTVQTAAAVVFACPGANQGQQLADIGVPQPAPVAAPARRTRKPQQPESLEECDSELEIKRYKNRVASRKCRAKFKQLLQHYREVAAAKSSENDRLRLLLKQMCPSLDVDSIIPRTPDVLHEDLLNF
core dimer inh: blocks dimerization of HCV core protein; 300,000 compounds, 0.33% hits; inhibition, % at 5 µM; TR-FRET GST/Flag-core106 dimerization, 1536-well;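 active means inhibition above the mean of all tested compounds plus 3 SD, set per screening campaign, cut at about 45% in these data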
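System – GST-tagged and Flag-tagged HCV core protein residues 1-106 · Repeats – one well for each compound · Technique – TR-FRET 671 and 617 nm emission · Doses – one concentration, 5 µM, in 0.5% DMSO · Times – 4 h, 22.5 °C incubation · Also added – Eu donor and XL665 acceptor anti-tag antibodies · Measure – percent inhibition of core106 dimerization signal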
PP5 inh: blocks human protein phosphatase 5 activity | P53041 | purified PP5c, OMFP substrate fluorescence | inhibition, % at 6.7 µM | 320,000 compounds, 0.18% hits;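 active means inhibition above the campaign's mean inhibition across all tested compounds plus 3 SD, cut at about 9.5% in these data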;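 further: 0% = DMSO only and 100% = 100 µM cantharidin control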
PREPL inh: inhibitors of human prolyl oligopeptidase-like enzyme PREPL; Q4J6C6; recombinant PREPL, fluorescence polarization activity-based probe; inhibition, % at 5.96 µM; 320,000 compounds, 0.68% hits; AID 2751; in the data active means inhibition above about 43%;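 further: 0% = enzyme with DMSO and 100% = wells lacking enzyme; many of its hits are not listed in these tables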
Target sequence (Q4J6C6 whole entry, looked up): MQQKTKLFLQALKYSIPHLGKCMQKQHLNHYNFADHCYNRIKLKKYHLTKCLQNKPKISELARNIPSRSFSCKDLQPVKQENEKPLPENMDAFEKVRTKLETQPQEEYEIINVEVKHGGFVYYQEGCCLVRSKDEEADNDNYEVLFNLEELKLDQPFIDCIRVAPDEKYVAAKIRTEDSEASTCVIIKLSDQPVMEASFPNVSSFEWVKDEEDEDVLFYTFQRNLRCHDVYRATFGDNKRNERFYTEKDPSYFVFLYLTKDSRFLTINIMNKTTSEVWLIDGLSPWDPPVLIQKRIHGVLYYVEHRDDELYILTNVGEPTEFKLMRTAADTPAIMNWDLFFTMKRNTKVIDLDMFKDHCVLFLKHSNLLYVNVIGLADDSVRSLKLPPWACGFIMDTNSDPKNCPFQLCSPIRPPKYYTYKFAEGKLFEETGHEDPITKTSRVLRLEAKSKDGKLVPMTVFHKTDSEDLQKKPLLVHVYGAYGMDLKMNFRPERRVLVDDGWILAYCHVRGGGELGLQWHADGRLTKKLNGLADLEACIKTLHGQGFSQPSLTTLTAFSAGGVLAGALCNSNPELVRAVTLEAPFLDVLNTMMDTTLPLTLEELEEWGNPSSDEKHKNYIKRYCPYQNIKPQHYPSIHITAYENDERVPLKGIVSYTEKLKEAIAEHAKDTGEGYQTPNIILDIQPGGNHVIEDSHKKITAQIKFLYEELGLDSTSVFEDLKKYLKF
Efflux pump mplx: blocks antifungal efflux pumps in multiplex yeast assay | S. cerevisiae Candida pump triplex, Nile Red efflux | inhibition, % at 10 µM | 330,000 compounds, 0.44% hits | AID 485275;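 active means plate passing quality check with inhibition over a set limit, or well fluorescence over plate mean plus 4 SD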;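 further: Nile Red retained in pooled yeast measured as flow cytometry median fluorescence; 0% = buffer negative control and 100% = Enniatin B positive control; higher means more Nile Red kept so more efflux inhibition; some compounds called inactive have numbers as strong as hits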
Numbers without * were called inactive; . = not tested or not shown. This is a subset (hit frequency here may not be typical).

Preview, 2 compounds:
SMILES	EBNA-1 inhibitor	Fh CTSL1 inh	TPT1 inh	PP1 counter	ZTA DNA inh	core dimer inh	PP5 inh	PREPL inh	Efflux pump mplx
Cc1ccc(CNS(=O)(=O)c2ccc([N+](=O)[O-])cc2)cc1	-2	7	-3	-6	-11	-11	-0.3	14	-0.1
N/C(=N\OC(=O)c1ccc(Cl)cc1)c1[nH]ncc1Br	-4	4	-1	2	8	2	0.8	-17	-0.1

Results (from the top)
SMILES	EBNA-1 inhibitor	Fh CTSL1 inh	TPT1 inh	PP1 counter	ZTA DNA inh	core dimer inh	PP5 inh	PREPL inh	Efflux pump mplx
Cc1ccc(CNS(=O)(=O)c2ccc([N+](=O)[O-])cc2)cc1	-2	7	-3	-6	-11	-11	-0.3	14	-0.1
N/C(=N\OC(=O)c1ccc(Cl)cc1)c1[nH]ncc1Br	-4	4	-1	2	8	2	0.8	-17	-0.1
CC(OC(=O)c1ccc(-n2cnnn2)cc1)C(=O)NCc1ccccc1 (stereo not given)	-1	-3	-3	-5	9	4	-2.8	1	-0.1
CCOC(=O)N1CCN(C(=O)c2ccc(OC(C)=O)cc2)CC1	0	-2	-2	-2	-1	2	1.5	0	0.2
O=C(COc1cccc(NC(=O)c2cccc([N+](=O)[O-])c2)c1)c1ccc(F)cc1	1	4	53*	1	15	17	1.1	3	0.0
O=C(NNS(=O)(=O)c1ccc(F)cc1)c1ccc([N+](=O)[O-])cc1Cl	-4	-2	-3	-1	0	4	0.5	-11	-0.1
CC(=O)N1CCC2(CC1)CC(=O)c1cc(Cl)ccc1O2	-5	3	5	-3	4	5	-0.6	16	0.0
O=C(O)COc1ccccc1/C=N/NC(=O)c1cc(-c2ccc(Cl)cc2)nc2ccccc12	9	3	0	6	6	21	1.2	-7	-0.1
N#C/C(=C/c1ccc(F)cc1)c1nnc(NC(=O)c2ccccc2)s1	8	1	4	0	-3	-2	-0.3	16	0.2
CCN(CC)C1CCN(C(=O)CCc2nnc(CCCCc3ccccc3)o2)C1 (stereo not given)	-4	1	5	2	8	-2	2.1	3	-0.1
CCCCNC(=O)C(CC)Sc1nc2sc(C(=O)OC)c(C)c2c(=O)n1N (stereo not given)	-1	0	1	-1	3	4	-1.5	-1	-0.2
CCOc1ccc(S(=O)(=O)NCc2ccccc2Cl)cc1C(N)=O	5	2	1	-2	-3	-2	0.2	-2	-0.3
O=C(CC1Sc2ccccc2NC1=O)NCc1ccccc1 (stereo not given)	6	-4	-2	-2	1	1	-2.1	-4	0.0
CCCc1nnc(SCC(=O)N2C(C)CCCC2C)n1CC1CCCO1 (stereo not given)	0	-4	-6	-1	12	-6	-0.6	7	-0.1
CCOc1cc(N2CCOCC2)c(OCC)cc1NC(=O)CN1CCc2ccccc2C1	-14	0	-3	4	5	1	3.0	29	0.2
COc1ccc(C)cc1N1CC(C(=O)Nc2ccccc2N2CCCCC2)CC1=O (stereo not given)	.	.	.	-1	-3	.	0.1	7	-0.2
CCCS(=O)(=O)C/C(N)=N/OC(=O)c1ccc(Cl)cc1	10	0	-1	-2	7	-2	0.1	-4	0.0
CN1CCN(C2=C(Cl)C(=O)N(C3CCCCC3)C2=O)CC1	12	3	-4	1	3	-1	-1.1	6	0.0
CSc1nc2sc3c(c2c(=O)n1C)CCCC3	-9	-1	-3	0	-19	3	1.9	-11	0.0
COc1ccc(C(=O)Nc2cc(C)on2)cc1[N+](=O)[O-]	0	1	-4	0	4	-8	-0.2	-3	0.2
CC1CCCN(C(=O)CSc2nnc3n(C4CCCC4)c(=O)c4ccccc4n23)C1 (stereo not given)	10	0	2	4	14	2	0.0	2	0.1
COc1cc(OC)cc(C(=O)NC(=S)Nc2ccc(Cl)c(C(=O)O)c2)c1	7	-1	-1	-5	0	3	-0.7	-2	-0.1
O=C(NCCCN1CCOCC1)c1csc2c1CCCC2	16	2	-2	0	10	0	-1.8	-4	-0.2
CCC(C)C(NC(=O)/C(=C\c1ccccc1)NC(=O)c1ccc(OC)cc1)C(=O)O (stereo not given)	-4	4	-3	-1	-3	-1	-0.1	2	0.1
CC1Oc2ccccc2N(CC(=O)Nc2ccc3c(c2)OCO3)C1=O (stereo not given)	11	0	0	4	10	1	0.6	8	0.0
COc1cc(OC)cc(-c2cc3nc(C)c(CCC(=O)O)c(C)n3n2)c1	5	0	-3	6	6	-10	2.9	12	-0.2
COc1ccc(C(=O)NC2CCN(C(=S)Nc3ccc(C)cc3)CC2)cc1	-12	-1	1	1	-5	1	2.4	10	0.2
CCCN(CC(=O)Nc1ccccc1OC)C(=O)c1cnc(Cl)c(Cl)c1	7	4	-1	0	5	9	0.5	-2	-0.1
CCN(Cc1nc2ccccc2c(=O)[nH]1)Cc1cc(=O)oc2cc(OC)ccc12	7	2	0	0	10	13	0.7	0	0.1
O=C(C1CC1)N1CCc2cc(S(=O)(=O)N3CCOCC3)ccc21	-3	7	3	4	2	-13	0.0	3	-0.1
O=C(OCc1nc2scc(-c3ccccc3)c2c(=O)[nH]1)c1cccc([N+](=O)[O-])c1	6	5	1	3	19	19	1.4	-1	-0.1
CCCCn1c(N)c(N(CCOC)C(=O)CCNC(=O)c2ccc(Br)cc2)c(=O)[nH]c1=O	-1	0	-4	-3	-3	0	0.0	6	-0.1
S=C1NCN(Cc2ccco2)CN1c1ccccc1	-9	-4	-4	-3	-3	3	-1.6	2	0.1
CC1CCN(S(=O)(=O)c2nnc(NC(=O)c3cccc([N+](=O)[O-])c3)s2)CC1	-15	3	2	4	-4	6	3.9	-5	0.0
CCOc1ccccc1CNC(=O)c1cc2occc2n1C	-6	-1	-1	1	9	7	3.5	0	0.1
CN(CCCN1CCCCC1)C(=O)CCc1nnc(C2CCCCC2)o1	11	-2	-4	5	19	-6	1.1	1	0.0
COc1ccc(-n2c(Cc3cccn3C)nnc2SCC(=O)Nc2ccccc2F)cc1	6	0	-1	-7	3	5	-0.9	13	0.0
CC(=O)NC(CCS(C)(=O)=O)C(=O)Nc1cccc(C)c1 (stereo not given)	4	1	-1	-1	12	8	0.7	-10	0.0
C#CC1(O)CC(C)NCC1(C)CCC#N (stereo not given)	-4	-2	0	0	-16	6	2.3	8	0.1
CCOc1cc(S(=O)(=O)n2nc(C)cc2C)ccc1F	0	5	0	-6	0	-4	1.2	5	0.0
CCc1sc(C(=O)Nc2cc(Cl)ccc2N2CCCCC2)cc1C	-6	11	-4	0	8	5	-11	9	-0.1
CN(c1ccccc1C(N)=O)S(=O)(=O)c1ccccc1	-9	-2	2	-6	8	1	1.9	2	-0.1
Clc1ccc(OCc2nn3c(-c4ccncc4)nnc3s2)cc1	-6	-1	0	-1	-8	6	2.5	9	-0.1
C#CCNC(=O)C1=C[C@H](C(C)(C)C)C[C@H](OCc2ccc(CO)cc2)O1	10	6	-3	-2	7	4	-0.1	4	-0.1
COc1ccccc1C(=O)N1CCNC(=O)C1CC(=O)Nc1cccc(C)c1 (stereo not given)	-6	1	2	-4	4	4	1.6	11	0.1
COc1ccc2oc(=O)c(-c3nc(C)cs3)cc2c1	-1	0	5	-6	-9	6	-0.4	-2	-0.1
O=C(O)c1ccc[nH]c1=S	6	5	-4	-1	12	-2	-1.2	10	-0.1
CC(C)(O)C#Cc1ccc(C(=O)N2CCC(C(N)=O)(N3CCCCC3)CC2)cc1	-3	3	-1	-1	0	4	-6.2	20	0.0
O=C(Nc1ccccc1F)C(=O)c1cn(CC(=O)N2CCCCC2)c2ccccc12	1	4	3	0	20	8	2.0	18	0.1
CN1/C(=C\C(=O)COC(=O)CNC(=O)c2ccc3ccccc3c2)C(C)(C)c2ccccc21	-3	-1	8	6	6	7	5.8	14	0.2
Cc1cc(-c2n[nH]c(=S)n2CC(C)C)cs1	5	-3	1	1	0	-5	1.3	3	0.0
CCOC(=O)C1=C(CC)Nc2ccccc2N/C1=N\S(=O)(=O)c1ccccc1OC	.	.	.	-2	11	.	-1.1	26	0.0
CCCNC(=O)Cc1c(OC)ccc2cc(Br)ccc12	6	-1	-2	3	-4	2	3.9	0	0.0
CCOC(=O)Cn1nc(C)c(-c2ccccc2)c1N	4	-3	-2	2	5	-4	1.3	3	0.0
Cc1cccc(N=Nc2ccc(O)c3ncccc23)c1	5	2	-3	29*	11	0	1.6	12	-0.8
Cc1[nH]c(C)c(S(=O)(=O)NCCc2ccccc2)c1C(=O)N1CCCC1	-13	-2	1	3	0	-2	1.3	5	0.2
O=S(=O)(c1ccccc1)c1cnc(-c2cccnc2)nc1-c1ccc(Cl)cc1Cl	8	0	-5	-1	-5	-2	0.9	-31	0.0
COCCCN1CC(=O)N2C(c3cccc(OC)c3OC)c3[nH]c4ccccc4c3C[C@H]2C1=O (stereo not given in full)	7	0	-4	-6	-11	13	0.5	1	0.2
O=S(=O)(c1ccc2nc(-c3ccccc3)[nH]c2c1)N1CCN(c2cccc(Cl)c2)CC1	22	-1	-2	5	-2	16	2.0	4	0.7
COC(=O)C1C(=O)C=C(Nc2ccc(F)cc2F)CC1c1ccccc1 (stereo not given)	-1	0	0	-4	-3	3	0.8	11	0.2

Another view of three compounds above.
COCCCN1CC(=O)N2C(c3cccc(OC)c3OC)c3[nH]c4ccccc4c3C[C@H]2C1=O (stereo not given in full)
- EBNA-1 inhibitor: 7
- Fh CTSL1 inh: 0
- TPT1 inh: -4
- PP1 counter: -6
- ZTA DNA inh: -11
- core dimer inh: 13
- PP5 inh: 0.5
- PREPL inh: 1
- Efflux pump mplx: 0.2
O=S(=O)(c1ccc2nc(-c3ccccc3)[nH]c2c1)N1CCN(c2cccc(Cl)c2)CC1
- EBNA-1 inhibitor: 22
- Fh CTSL1 inh: -1
- TPT1 inh: -2
- PP1 counter: 5
- ZTA DNA inh: -2
- core dimer inh: 16
- PP5 inh: 2.0
- PREPL inh: 4
- Efflux pump mplx: 0.7
COC(=O)C1C(=O)C=C(Nc2ccc(F)cc2F)CC1c1ccccc1 (stereo not given)
- EBNA-1 inhibitor: -1
- Fh CTSL1 inh: 0
- TPT1 inh: 0
- PP1 counter: -4
- ZTA DNA inh: -3
- core dimer inh: 3
- PP5 inh: 0.8
- PREPL inh: 11
- Efflux pump mplx: 0.2
